# Bioassay records as filed in PubChem BioAssay.
# Hck Nef HTS: blocks Nef-activated human Hck kinase; Recombinant Hck-YEEI plus Nef, Z-Lyte FRET kinase assay; inhibition, % at 20 µM; hit rate 0.68% among 220,000; AID 463187;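 active = Hck-Nef kinase inhibition above about 50%, limit read from the data; inactive = inhibition below that limit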;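 also: 0% = DMSO with Hck plus Nef and 100% = Hck alone without Nef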
# Tb hexokinase: blocks Trypanosoma brucei hexokinase 1 activity | recombinant TbHK1, G6PDH-coupled NADH A340 | inhibition, % at 10 µM | hit rate 0.11% among 220,000;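 active = inhibition of 50% or more in the single-dose primary screen; inactive = inhibition below 50%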
# Rad51 HR inh: blocks human Rad51 in homologous recombination; inhibition, % at 10 µM; hRad51 DNA strand exchange, fluorescence dequenching; hit rate 0.085% among 200,000; Q06609;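 active = inhibition above 40% at the single screening dose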;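 also: 0% = DMSO control wells and 100% = blanks with heterologous ssDNA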
#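 Test system: preformed human Rad51 ssDNA filaments. Compound dosing: single dose, 10 µM final compound. Incubation: filaments 15 min 37 °C, then compound 30 min. Technique: FRET fluorescence dequenching, excitation 485 nm, emission 520 nm. Read-out basis: percent inhibition from fluorescence, normalised to plate control and blank means. Benchmarks: plate controls and plate blanks.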
# zVAD death inh: blocks zVAD induced death of L929 cells | hit rate 0.38% among 220,000 | L929 zVAD necroptosis rescue, ATP luminescence, 24 h; with zVAD 60 µM | viability rescue, % at 10 µM;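 active = activation, scaled between plate controls, above about 75%, limit read from the data; inactive = activation under that limit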;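 also: 0% = zVAD with DMSO and 100% = DMSO alone without zVAD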
# PGE2 EP2 inh: EP2 receptor (human) inhibition. P43116. hit rate 0.52% among 260,000. inhibition, % at 25 µM. AID 1422. C6 glioma cells expressing human EP2, cAMP TR-FRET; cells stimulated with saturating PGE2;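 active = percent inhibition above 40 after rounding to a whole number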;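 also: rat C6 glioma host cells with rolipram phosphodiesterase inhibitor present; the protocol text gives 20 µM as final concentration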
# 14-3-3 Bad PPI: disrupts binding of bovine 14-3-3 zeta to phospho-Bad peptide; inhibition, % at 21.7 µM; hit rate 0.71% among 220,000; TR-FRET 14-3-3zeta/Dy647-pBad peptide displacement, 1 h; P63103;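 active = inhibition above about 70%, limit read from the data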;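 also: 0% = full 14-3-3 plus peptide FRET controls and 100% = background without 14-3-3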
# Calpain2 inh: inhibitors of pig calpain II. purified calpain II, fluorogenic peptide substrate, 30 min. inhibition, % at 16 µM. hit rate 0.37% among 220,000;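 active = inhibition above about 50%, limit read from the data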
# eIF4E-4G inh: inhibitors of eIF4E and eIF4G interaction in translation initiation; P63073+Q04637; TR-FRET eIF4E-eIF4GI(517-606) binding, 2 h; hit rate 0.37% among 220,000; inhibition, % at 21.7 µM;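 active = inhibition above about 30%, limit read from the data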;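 also: 0% = full FRET control wells and 100% = background wells lacking eIF4GI fragment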
# Target sequence (P63073 whole entry, looked up, the tested form may be a part): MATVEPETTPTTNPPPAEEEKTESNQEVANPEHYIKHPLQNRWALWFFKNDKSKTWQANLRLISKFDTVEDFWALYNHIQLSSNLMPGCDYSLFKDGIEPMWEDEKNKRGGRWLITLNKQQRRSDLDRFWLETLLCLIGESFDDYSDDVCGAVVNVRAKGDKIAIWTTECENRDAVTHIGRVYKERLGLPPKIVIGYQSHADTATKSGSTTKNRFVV
# Target sequence (Q04637 whole entry, looked up, the tested form may be a part): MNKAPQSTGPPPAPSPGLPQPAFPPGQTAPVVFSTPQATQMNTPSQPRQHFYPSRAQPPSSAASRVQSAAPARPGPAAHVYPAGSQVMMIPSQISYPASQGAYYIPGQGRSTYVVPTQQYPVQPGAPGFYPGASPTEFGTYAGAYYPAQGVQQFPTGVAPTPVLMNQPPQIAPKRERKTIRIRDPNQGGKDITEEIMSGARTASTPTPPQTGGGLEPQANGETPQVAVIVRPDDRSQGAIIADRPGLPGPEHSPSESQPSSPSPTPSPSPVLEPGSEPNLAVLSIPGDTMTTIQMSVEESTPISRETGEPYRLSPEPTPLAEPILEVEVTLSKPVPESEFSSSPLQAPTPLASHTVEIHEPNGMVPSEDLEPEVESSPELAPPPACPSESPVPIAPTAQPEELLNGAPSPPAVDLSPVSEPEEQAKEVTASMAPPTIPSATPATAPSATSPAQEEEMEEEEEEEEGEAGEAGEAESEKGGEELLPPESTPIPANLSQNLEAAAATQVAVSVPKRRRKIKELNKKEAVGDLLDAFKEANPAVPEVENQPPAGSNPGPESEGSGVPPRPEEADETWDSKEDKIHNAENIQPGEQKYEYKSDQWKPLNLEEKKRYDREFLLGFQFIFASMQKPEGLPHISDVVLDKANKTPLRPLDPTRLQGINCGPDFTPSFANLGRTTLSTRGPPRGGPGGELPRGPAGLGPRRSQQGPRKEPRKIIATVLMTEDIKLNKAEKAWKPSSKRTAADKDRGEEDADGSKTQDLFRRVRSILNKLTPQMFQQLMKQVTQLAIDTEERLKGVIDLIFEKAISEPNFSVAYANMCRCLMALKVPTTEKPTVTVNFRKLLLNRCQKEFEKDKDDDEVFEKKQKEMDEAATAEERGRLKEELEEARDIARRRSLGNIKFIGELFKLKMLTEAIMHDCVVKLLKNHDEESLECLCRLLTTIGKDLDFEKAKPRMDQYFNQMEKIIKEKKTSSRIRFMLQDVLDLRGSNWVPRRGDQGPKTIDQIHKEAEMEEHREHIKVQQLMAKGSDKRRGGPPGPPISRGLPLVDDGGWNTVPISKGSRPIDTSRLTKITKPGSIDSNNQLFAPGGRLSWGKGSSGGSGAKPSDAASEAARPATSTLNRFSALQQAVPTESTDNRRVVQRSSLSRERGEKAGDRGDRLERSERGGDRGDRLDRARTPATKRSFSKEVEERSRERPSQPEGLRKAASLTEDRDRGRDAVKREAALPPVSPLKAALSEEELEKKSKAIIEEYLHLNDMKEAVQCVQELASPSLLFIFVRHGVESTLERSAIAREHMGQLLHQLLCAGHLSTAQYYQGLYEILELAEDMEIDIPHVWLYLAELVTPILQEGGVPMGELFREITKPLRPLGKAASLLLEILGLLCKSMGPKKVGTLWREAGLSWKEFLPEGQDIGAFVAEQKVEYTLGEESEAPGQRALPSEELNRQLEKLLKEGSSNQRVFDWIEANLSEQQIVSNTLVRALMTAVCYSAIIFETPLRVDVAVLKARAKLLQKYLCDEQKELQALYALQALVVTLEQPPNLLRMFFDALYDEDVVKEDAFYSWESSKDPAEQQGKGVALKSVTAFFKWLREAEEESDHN
# EP2 mod: modulates human prostaglandin E2 receptor EP2 signaling; P43116; EP2-expressing cells, cAMP HTRF FRET, PGE2 co-stimulation; induction, % at 25 µM; hit rate 0.83% among 260,000; AID 940;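 active = compounds whose cAMP rise, as percent of the full-agonist control response, exceeds 60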;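 also: rat C6 glioma line stably carrying human EP2 under a CMV promoter; the protocol text gives 20 µM as final concentration; 100% = response of wells given 1 µM PGE2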
# Active calls of the source: *; i = inactive; . = no result given; [ ] = another dose, or the depositor's remark.
SMILES,Hck Nef HTS,Tb hexokinase,Rad51 HR inh,zVAD death inh,PGE2 EP2 inh,14-3-3 Bad PPI,Calpain2 inh,eIF4E-4G inh,EP2 mod
COc1ccc(-c2cc(-c3ccc(OC)cc3)c(C#N)c(SC)n2)cc1,13,-14,-2,0.2,30,5,-13,-17,-6
COc1ccc(C(=O)NN/C(=N/S(=O)(=O)c2ccc(C)cc2)c2ccccc2)cc1,13,-12,24,1.1,11,1,-7,4,-4
COc1ccc(S(=O)(=O)N2CCOCC2)cc1NC(=O)c1ccc2c(c1)OCCO2,18,1,16,0.6,2,-15,-1,0,-10
COc1ccc(CN(C)CC(=O)Nc2ccc(N3CCOCC3)cc2)cc1OC,1,-8,-1,1.7,8,-4,-4,-6,22
CCN(CC)C(=O)c1ccc(NS(=O)(=O)c2ccc(/C=C/C(=O)O)cc2)cc1,13,6,-2,-0.1,9,7,24,0,16
CC(=O)c1sc(-c2ccccc2)cc1NS(=O)(=O)c1ccc(C)cc1,-2,-1,4,0.5,74*,8,6,-2,-9
C=CCn1c(SCC#N)nc2ccccc2c1=O,2,1,5,-0.2,10,-13[fluorescence artefact?],-60,6[fluorescence artefact?],18
CC(C)C(=O)Nc1ccc2c(c1)oc1ccccc12,-12,-10,10,2.5,7,-3,22,-1,-54
Cc1oc2cc3oc(=O)c4c(c3cc2c1C)CCC4,1,5,0,0.8,7,4,-15,-2,0
CC(CN1CCN(C)CC1)OC(=O)c1ccc(F)cc1 (stereo not given),-26,8,-9,-0.4,5,91*,14,2,-6
O=C(c1ccc(Cn2cc(Cl)cn2)o1)N1CCN(Cc2ccc3c(c2)OCO3)CC1,-1,-10,5,-0.9,7,20[fluorescence artefact?],-18,5,4
CCCC(=O)Nc1nc2ccc(C(=O)OCC)cc2s1,1,0,0,50,7,2,0,1,11
COc1ccc(C=O)cc1COc1c(F)c(F)cc(F)c1F,10,-5,-1,-0.7,14,5,-21,3,31
COc1ccc(CC(=O)Nc2ccc(C(=O)NC(C)(C)C)cc2)cc1,5,1,7,0.5,14,-1,-5,4,-13
N/C(=N\OC(=O)COc1ccc2ccccc2c1Br)c1ccncc1,3,-6,-6,2.3,19,-2,12,0,50

# A different layout for some results above:
molecule | Hck Nef HTS | Tb hexokinase | Rad51 HR inh | zVAD death inh | PGE2 EP2 inh | 14-3-3 Bad PPI | Calpain2 inh | eIF4E-4G inh | EP2 mod
CCN(CC)C(=O)c1ccc(NS(=O)(=O)c2ccc(/C=C/C(=O)O)cc2)cc1 | 13 | 6 | -2 | -0.1 | 9 | 7 | 24 | 0 | 16
CC(=O)c1sc(-c2ccccc2)cc1NS(=O)(=O)c1ccc(C)cc1 | -2 | -1 | 4 | 0.5 | 74* | 8 | 6 | -2 | -9

# More results follow.
SMILES,Hck Nef HTS,Tb hexokinase,Rad51 HR inh,zVAD death inh,PGE2 EP2 inh,14-3-3 Bad PPI,Calpain2 inh,eIF4E-4G inh,EP2 mod
CC1(C)NC(=O)N(CN2C(=O)NC(C)(C)C2=O)C1=O,0,1,4,0.3,4,-7,-36,-9,6
COC(=O)NCc1cc2cc(Cl)ccc2[nH]1,10,5,-1,-0.1,6,4,-3,-3,1
O=c1c(-c2ccc(O)cc2)coc2cc(OC3OC(CO)C(O)C(O)C3O)cc(O)c12 (stereo not given),-3,-13,4,-0.5,8,-4,10,0,-1
O=C(c1cccc(F)c1)N1CCN(C2CCCCC2)CC1,5,6,5,-0.8,14,67[fluorescence artefact?],-41,6[fluorescence artefact?],15
Nc1nnc(CC(=O)Nc2ccccc2)s1,-7,-3,8,0.2,4,-1,8,4,48
COc1ccc(OCC(O)CNCc2ccco2)cc1 (stereo not given),-8,-1,5,-0.4,10,8,-4,-5,24
CN1C[C@@H]2C[C@@H](c3ccc(C#CC(C)(C)O)s3)N3CCC[C@@]23C1=O,11,-2,5,0.3,8,-12,-17,-1,11
Cc1ccc(C2(c3noc(CN4CCC(c5ccncc5)CC4)n3)CCCC2)cc1,13,-1,-7,-0.7,3,11,28,1,29
Cc1ccc(S(=O)(=O)n2nc(OC(=O)c3cccs3)cc2N)cc1,1,8,-2,0.1,13,7[fluorescence artefact?],-32,4,26
O=C(N/N=C/c1ccccc1Cl)c1n[nH]c2c1CCCC2,1,19,-3,0.4,10,-7,1,1,-40
Cc1cccc(-n2nc3c(c2NC(=O)c2ccc(S(=O)(=O)N4CCOCC4)cc2)CSC3)c1C,1,0,.,-0.5,.,-1,10,4,3
CCCNS(=O)(=O)c1cc(Cl)ccc1OC,9,0,1,14,5,-2,-28,0,5
CC(C)NC(=O)c1ccccc1NC(=O)/C=C/c1ccc([N+](=O)[O-])cc1,4,-12,-5,0.2,4,3,-10,-9,9
OCc1nc2ccccc2n1CC(O)Cn1ccc2ccccc21 (stereo not given),1,-1,8,-0.2,16,2,6,0,-7
COc1ccc(C(=O)c2c[nH]c(C(=O)NCCCN3CCOCC3)c2)cc1,11,-5,-3,61,13,8,-22,1,6

# Part of the list above in a different format.
molecule | Hck Nef HTS | Tb hexokinase | Rad51 HR inh | zVAD death inh | PGE2 EP2 inh | 14-3-3 Bad PPI | Calpain2 inh | eIF4E-4G inh | EP2 mod
COc1ccc(C=O)cc1COc1c(F)c(F)cc(F)c1F | 10 | -5 | -1 | -0.7 | 14 | 5 | -21 | 3 | 31
COc1ccc(CC(=O)Nc2ccc(C(=O)NC(C)(C)C)cc2)cc1 | 5 | 1 | 7 | 0.5 | 14 | -1 | -5 | 4 | -13
N/C(=N\OC(=O)COc1ccc2ccccc2c1Br)c1ccncc1 | 3 | -6 | -6 | 2.3 | 19 | -2 | 12 | 0 | 50
CC1(C)NC(=O)N(CN2C(=O)NC(C)(C)C2=O)C1=O | 0 | 1 | 4 | 0.3 | 4 | -7 | -36 | -9 | 6
COC(=O)NCc1cc2cc(Cl)ccc2[nH]1 | 10 | 5 | -1 | -0.1 | 6 | 4 | -3 | -3 | 1
O=c1c(-c2ccc(O)cc2)coc2cc(OC3OC(CO)C(O)C(O)C3O)cc(O)c12 (stereo not given) | -3 | -13 | 4 | -0.5 | 8 | -4 | 10 | 0 | -1
O=C(c1cccc(F)c1)N1CCN(C2CCCCC2)CC1 | 5 | 6 | 5 | -0.8 | 14 | 67[fluorescence artefact?] | -41 | 6[fluorescence artefact?] | 15
Nc1nnc(CC(=O)Nc2ccccc2)s1 | -7 | -3 | 8 | 0.2 | 4 | -1 | 8 | 4 | 48
COc1ccc(OCC(O)CNCc2ccco2)cc1 (stereo not given) | -8 | -1 | 5 | -0.4 | 10 | 8 | -4 | -5 | 24
CN1C[C@@H]2C[C@@H](c3ccc(C#CC(C)(C)O)s3)N3CCC[C@@]23C1=O | 11 | -2 | 5 | 0.3 | 8 | -12 | -17 | -1 | 11
Cc1ccc(C2(c3noc(CN4CCC(c5ccncc5)CC4)n3)CCCC2)cc1 | 13 | -1 | -7 | -0.7 | 3 | 11 | 28 | 1 | 29
Cc1ccc(S(=O)(=O)n2nc(OC(=O)c3cccs3)cc2N)cc1 | 1 | 8 | -2 | 0.1 | 13 | 7[fluorescence artefact?] | -32 | 4 | 26
O=C(N/N=C/c1ccccc1Cl)c1n[nH]c2c1CCCC2 | 1 | 19 | -3 | 0.4 | 10 | -7 | 1 | 1 | -40
Cc1cccc(-n2nc3c(c2NC(=O)c2ccc(S(=O)(=O)N4CCOCC4)cc2)CSC3)c1C | 1 | 0 | . | -0.5 | . | -1 | 10 | 4 | 3
CCCNS(=O)(=O)c1cc(Cl)ccc1OC | 9 | 0 | 1 | 14 | 5 | -2 | -28 | 0 | 5
CC(C)NC(=O)c1ccccc1NC(=O)/C=C/c1ccc([N+](=O)[O-])cc1 | 4 | -12 | -5 | 0.2 | 4 | 3 | -10 | -9 | 9
OCc1nc2ccccc2n1CC(O)Cn1ccc2ccccc21 (stereo not given) | 1 | -1 | 8 | -0.2 | 16 | 2 | 6 | 0 | -7
COc1ccc(C(=O)c2c[nH]c(C(=O)NCCCN3CCOCC3)c2)cc1 | 11 | -5 | -3 | 61 | 13 | 8 | -22 | 1 | 6

# Next part.
SMILES,Hck Nef HTS,Tb hexokinase,Rad51 HR inh,zVAD death inh,PGE2 EP2 inh,14-3-3 Bad PPI,Calpain2 inh,eIF4E-4G inh,EP2 mod
CCOC(=O)N1CCN(C(=O)CCCOc2ccccc2)CC1,-22,-7,6,0.5,10,-7,-8,8,23
COc1ccc(C(=O)Nc2ccc3c(c2)nc(CCNC(C)=O)n3C)cc1,0,-4,-7,0.6,9,-5,1,1,-1
C/C=N\NC(=O)COc1cc(C)ccc1C,22,-2,1,1.6,2,-11,1,0,24
CC(=O)Nc1ccc(NC(=O)CN(c2cccc(C)c2)S(C)(=O)=O)cc1,2,-2,-9,0.0,8,-10[fluorescence artefact?],3,-1,-13
COc1ccc(NC(=O)c2ccccc2Cl)cc1NC(=O)CN1CCOCC1,3,-2,-1,0.1,17,-4,20,0,-13
N#Cc1ccccc1Cn1c(=O)n(Cc2ccc(C(=O)NCc3ccco3)cc2)c(=O)c2sccc21,-3,0,-2,1.2,18,3[fluorescence artefact?],-97,2[fluorescence artefact?],4
COC(=O)CNC(=O)Cn1nc(C)c([N+](=O)[O-])c1C,4,-3,2,2.0,-1,-12,-18,-3,1
CC(NC(=S)Nc1ccccc1Cl)C(c1cccs1)N1CCCC1 (stereo not given),-2,27,-10,-1.4,5,24[fluorescence artefact?],26,1,36
Cc1nn(C)cc1S(=O)(=O)N1CCN(Cc2cccc(Cl)c2)CC1,16,-9,24,0.3,3,1,-45,1,-24
O=C(NCCc1ccc(Cl)cc1)C1CCN(S(=O)(=O)c2ccc(Br)s2)CC1,4,-2,4,1.7,8,3,11,2,-52
CCOC(=O)N1CCN(S(=O)(=O)c2ccc(C(=O)Nc3nc4ccc(F)cc4s3)cc2)CC1,11,1,.,0.4,.,38,i,-56,-18
CCC(=O)N1CCN=C1SCc1ccc(F)cc1,-1,3,5,2.0,15,-10,17,5,1
Cn1c(N)c(C(=O)COC(=O)Cc2ccsc2)c(=O)n(C)c1=O,-6,-4,12,-0.3,12,15,29,0,-4
C=CCn1c(COc2ccc(Cl)cc2)nnc1SCC(=O)N/N=C/c1cccc(O)c1,0,1,-4,0.0,14,-6,-15,2,3
COC(=O)c1cc(C(=O)Nc2ccc(S(=O)(=O)NC(C)(C)C)cc2)cc([N+](=O)[O-])c1,1,31,12,2.6,7,-16[fluorescence artefact?],21,0,14
CCOc1ccccc1C1C(C(=O)Nc2ccccc2OC)=C(C)Nc2nnnn21 (stereo not given),-11,2,2,3.5,12,4,-28,-3,11
O=C(COc1ccc(S(=O)(=O)NC2CCCCC2)cc1)NCc1ccccn1,4,1,7,-0.2,9,-7,-13,9[fluorescence artefact?],0
COc1ccc(-c2nnc(SCC(=O)N3CCc4ccccc4C3)o2)cc1,0,2,-5,0.6,9,12,27,-3,-38
Nc1ncccc1OCc1ccc(Br)cc1,12,4,36,-0.7,2,-22,-6,-1,-31
CN1C(=O)NC(c2ccccc2)C2=C1CN(c1ccc3ccccc3c1)C2=O (stereo not given),103*,-10,-1,-0.1,11,84*,-381,-40,8
CCn1cc(C2=NOC(C(=O)Nc3ccc4c(c3)OCO4)C2)c(C)n1 (stereo not given),1,0,0,-0.2,5,-2,-6,0,10
Cc1c(Cl)cccc1NC(=S)NNc1ncc(C(F)(F)F)cc1Cl,-5,-17,-12,0.5,11,-10,-42,5,-29
O=C(Nc1ccc2ccccc2c1)c1onc2c1CCCC2,-1,-1,-1,0.3,9,-3,-26,1,3
O=C(CC1Sc2ncnn2C1=O)Nc1ccccc1 (stereo not given),1,-2,-4,0.0,5,-6,14,1,-22

# Only part of the results is shown. The share of hits here may be higher or lower than overall.
